Source: PubChem
Efflux pump mplx: antifungal efflux pump inhibition, Nile Red retention. actives 0.44% (n = 330,000). S. cerevisiae Candida pump triplex. AID 485275. inhibition, % at 10 µM;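 active means plate passing quality check with inhibition over a set limit, or well fluorescence over plate mean plus 4 SD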;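 further: Nile Red retained in pooled yeast measured as flow cytometry median fluorescence; 0% = buffer negative control and 100% = Enniatin B positive control; higher means more Nile Red kept so more efflux inhibition; some compounds called inactive have numbers as strong as hits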
PP1 counter: PP1-alpha (human) inhibition in PP5 counter-screen; P62136; purified PP1alpha, OMFP fluorescence; inhibition, % at 6.7 µM; actives 0.9% (n = 320,000); AID 2235;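 active means inhibition above the mean inhibition of all tested compounds plus 3 SD, computed separately for each screening campaign, cut at about 15% in these data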
CTSL1 counter: blocks F. hepatica cathepsin L1 in PFM18AAP counter-screen; recombinant F. hepatica cathepsin L1, Z-Leu-Arg-MCA fluorescence; actives 0.49% (n = 300,000); AID 1906; inhibition, % at 5.96 µM;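 active means inhibition above the mean of all tested compounds plus 3 SD, set per screening campaign, cut at about 17% in these data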;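 further: 0% = plate median of test compound wells and 100% = 1 µM Z-Phe-Ala-diazomethylketone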
TPT1 inhibitor: blocks Candida albicans tRNA 2'-phosphotransferase. recombinant caTPT1, FP RNA substrate dephosphorylation. inhibition, % at 5 µM. actives 0.81% (n = 300,000). AID 1962;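 active means inhibition above the mean of all tested compounds plus 3 SD, set per screening campaign, cut at about 24% in these data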;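 further: plate controls were DMSO alone for no effect and ferristatin control at 100 nM for full effect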
proCasp3 act: activates human procaspase-3. recombinant procaspase-3 D3A, Ac-DEVD-pNA absorbance 405 nm. activation, % at 8.5 µM. P42574. actives 0.11% (n = 330,000). AID 463141;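 active means activation above the mean of all tested compounds plus 3 SD, cut at about 21% in these data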;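 further: 0% = DMSO alone and 100% = DMSO wells spiked with extra 5 µM PC-3 D3A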
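assay system = Procaspase-3 D3A mutant | signal = absorbance at 405 nm, 0 and 120 min | times = 1 h preincubation plus 2 h reaction at 25 °C | repeats = single replicate | read-out = % activation between DMSO and enzyme-spiked controls | medium = Zinc-free HEPES saline buffer with Triton X-100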
JMJD2C inh: blocks human GASC-1 demethylase activity | Q9H3R0 | GST-JMJD2C(1-420) H3K9me3 demethylation, DELFIA europium | inhibition, % at 2.35 µM | actives 0.069% (n = 330,000) | AID 2099;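 active means more than half of a compound's replicate wells show inhibition beyond 50%, single wells judged on their own value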;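 further: signal counts dimethyl H3K9 product captured on neutravidin plate; 0% = median of DMSO wells and 100% = 0.3 times that DMSO median; strong numbers were not always called active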
Target sequence (Q9H3R0 1-420 limits assumed): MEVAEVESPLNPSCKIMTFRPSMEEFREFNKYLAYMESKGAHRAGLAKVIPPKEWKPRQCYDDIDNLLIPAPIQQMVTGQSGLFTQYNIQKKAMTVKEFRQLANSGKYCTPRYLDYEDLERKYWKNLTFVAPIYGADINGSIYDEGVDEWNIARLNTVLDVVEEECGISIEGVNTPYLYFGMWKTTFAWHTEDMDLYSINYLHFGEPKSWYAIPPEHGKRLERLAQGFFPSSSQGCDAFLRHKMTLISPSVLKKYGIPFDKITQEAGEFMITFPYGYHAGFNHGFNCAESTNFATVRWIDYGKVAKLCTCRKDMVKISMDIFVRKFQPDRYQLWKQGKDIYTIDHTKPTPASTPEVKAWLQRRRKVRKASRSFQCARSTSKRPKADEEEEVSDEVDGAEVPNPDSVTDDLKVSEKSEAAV
procasp7 counter: counter-screen for procaspase-3 activators: activators of human procaspase-7. recombinant procaspase-7, Ac-DEVD-pNA absorbance 405 nm; D23A/D198A/D206A triple mutant, cannot self-cleave; scale: DMSO 0, 5 µM enzyme 100. activation, % at 8.5 µM. actives 0.093% (n = 330,000). AID 463210;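 active means percent activation above the screen-wide mean plus 3 SD, cut at about 25% in these data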
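Assay system: Uncleavable procaspase-7 mutant enzyme / Input: 2 µM procaspase-7 mutant as dispensed / Dosing: single nominal 8.5 µM compound dose, 0.8% DMSO final / Timing: 1 h enzyme–compound preincubation and 2 h substrate reaction, both 25 °C / Detection: p-Nitroaniline absorbance at 405 nm, read at 0 and 120 min / Replication: singlicate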
HCV core dimer: HCV core protein dimerization inhibition | TR-FRET GST/Flag-core106 dimerization, 1536-well | inhibition, % at 5 µM | actives 0.33% (n = 300,000) | AID 1899;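 active means inhibition above the mean of all tested compounds plus 3 SD, set per screening campaign, cut at about 45% in these data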
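test system = GST/Flag-tagged HCV core106 proteins | probe or stimulus = Eu donor and XL665 acceptor anti-tag antibodies | times = compound-protein-antibody incubation 4 h at 22.5 °C | signal = TR-FRET, excitation 340 nm, emission 617 and 671 nm | measure = percent inhibition of core106 dimerization signal | controls = wells lacking GST-core106 and wells with excess unlabelled core106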
PP5 inh: PP5 (human) phosphatase inhibition; purified PP5c, OMFP substrate fluorescence; inhibition, % at 6.7 µM; actives 0.18% (n = 320,000); P53041;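 active means inhibition above the campaign's mean inhibition across all tested compounds plus 3 SD, cut at about 9.5% in these data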;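 further: 0% = DMSO only and 100% = 100 µM cantharidin control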
Target sequence (P53041 whole entry, looked up): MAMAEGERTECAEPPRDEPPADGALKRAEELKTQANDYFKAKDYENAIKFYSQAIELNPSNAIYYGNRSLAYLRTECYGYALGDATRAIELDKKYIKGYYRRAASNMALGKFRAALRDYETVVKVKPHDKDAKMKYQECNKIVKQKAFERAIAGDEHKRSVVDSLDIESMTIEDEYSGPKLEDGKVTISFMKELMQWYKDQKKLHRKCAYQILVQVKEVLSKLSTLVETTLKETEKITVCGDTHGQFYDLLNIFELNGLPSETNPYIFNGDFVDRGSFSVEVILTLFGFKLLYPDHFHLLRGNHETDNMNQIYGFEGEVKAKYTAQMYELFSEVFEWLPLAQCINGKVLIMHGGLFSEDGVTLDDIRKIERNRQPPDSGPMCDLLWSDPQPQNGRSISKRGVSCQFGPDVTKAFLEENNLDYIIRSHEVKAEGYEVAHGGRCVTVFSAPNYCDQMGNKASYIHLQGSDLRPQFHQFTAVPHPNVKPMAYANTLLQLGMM
Starred values were filed as active, the others as inactive; / = not tested or not shown.

SMILES	Efflux pump mplx	PP1 counter	CTSL1 counter	TPT1 inhibitor	proCasp3 act	JMJD2C inh	procasp7 counter	HCV core dimer	PP5 inh
CCN(C(=O)CSc1nc(C)nc2sc(C)c(C)c12)c1ccc(F)cc1	-0.1	-2	/	/	0	1	7	/	0.8
O=C(COC(=O)[C@@H]1CC(O)CN1S(=O)(=O)c1ccc2c(c1)OCCO2)Nc1cc(F)ccc1F (stereo partly specified)	-0.1	/	/	/	9	1	20	/	/
O=C(CS(=O)(=O)c1cn(CC(=O)N2CCOCC2)c2ccccc12)NCc1ccccc1	-1.0	-2	-6	-2	8	3	8	5	0.8
C[C@H]1O[C@@H](O[C@H]2CC[C@@]3(C)C(CC[C@]4(C)C3C=CC3=C5CC(C)(C)CC[C@]5(CO)[C@H](O)C[C@]34C)[C@]2(C)CO)[C@H](O)[C@@H](O[C@@H]2O[C@H](CO)[C@@H](O)[C@H](O)[C@H]2O)[C@H]1O (stereo partly specified)	1.7*	/	/	/	-2	-1	13	/	/
CSc1ccc(/C=C2/C(=N)N3N=C(CC(=O)N4CCCC4)SC3=NC2=O)cc1	0.4	-4	1	9	-4	-7	9	2	-1.5
O=C(O)C(Cc1ccccc1)Nc1ccc([N+](=O)[O-])cc1[N+](=O)[O-] (stereo unspecified)	0.3	4	3	-1	-7	-6	3	21	1.1
Cc1ccnc(SCc2cn3c(C)cc(C)nc3n2)n1	-0.1	-3	-1	-1	-6	-3	-13	-2	-1.4
CC(=O)N1CCN(S(=O)(=O)c2cccc(C(=O)Nc3ccc(OC(F)F)cc3)c2)CC1	0.0	-4	-6	-1	3	-3	-1	-10	1.5
O=C(c1ccco1)N(Cc1ccc([N+](=O)[O-])cc1)c1ccc(Cl)cc1	0.1	1	-4	-2	-1	2	3	17	3.2
CC1CCN(c2ccc(-c3ccc(NC(=O)C(F)(F)F)cc3)nn2)CC1	-0.1	2	2	-2	1	-14	-6	-12	1.6
CCOC(=O)C1=C(COC(=O)c2cccnc2SC)NC(=O)NC1C (stereo unspecified)	-0.1	/	/	/	2	-2	5	/	/
Cc1ccc(OCCC(=O)OCC(=O)Nc2cc(S(=O)(=O)N(C)C)ccc2C)cc1	-0.1	-5	-4	0	4	-4	5	2	0.8
COC(=O)c1c(NC(=O)c2ccccc2[N+](=O)[O-])sc2c1CC(C)(C)NC2(C)C	0.2	-1	-1	5	2	-2	-1	-8	3.4
C=CCNC(=O)CSc1nc2sccc2c(=O)n1-c1ccccc1	0.2	1	0	5	-8	-3	2	31	2.0
O=C(Nc1cccc(C(F)(F)F)c1)Nc1ccon1	3.0	0	-1	1	5	-56	5	0	0.3
Cc1cccc(CSc2ncccc2C(=O)O)c1	0.2	3	0	-2	-1	32	8	-15	0.6
O=S(=O)(Nc1ccc(Cl)nn1)c1ccccc1	-0.1	-3	-1	-2	-1	-5	8	-3	-1.7
CC1CCc2c(nc3ncnn3c2N2CCN(c3ccccc3F)CC2)C1 (stereo unspecified)	0.2	1	3	-4	2	-20	10	8	-1.8
Cc1ccc(-n2c(C)c(C)c3c(N)ncnc32)cc1	-0.1	3	-3	0	3	-8	-8	-1	1.4
O=C(NNC(=O)C12CC3CC(CC(C3)C1)C2)[C@@H]1C[C@H]1c1ccccc1	0.2	-1	-4	6	4	-36	7	2	1.9
COc1ccccc1N1CC(C(=O)Nc2ccc(S(=O)(=O)N3CCOCC3)cc2)CC1=O (stereo unspecified)	0.0	-1	2	3	4	9	-1	5	1.5
CCCc1ccc(OCc2nc(-c3ccc(NC(=O)c4cccs4)cc3)no2)cc1	0.1	2	0	-1	3	6	-4	-80	-3.1
O=C(Nc1cccc([N+](=O)[O-])c1)c1ccc2nsnc2c1	0.0	-3	1	-5	-8	-2	4	-12	-0.7
CC(=O)c1nn(-c2cccc(Br)c2)cc1C(=O)c1ccc(Br)cc1	-0.1	-1	2	6	1	4	-2	-2	-1.9
CN(Cc1ccno1)Cc1cn(Cc2ccccc2)nc1-c1ccc2c(c1)OCO2	-0.1	3	1	-3	4	-7	6	12	-0.8
O=C(CN(Cc1ccccc1)C(=O)CNS(=O)(=O)c1ccc(F)cc1)NCc1ccco1	-0.2	0	-8	-2	0	5	-2	-5	2.3
CCN(CC)c1ccc(/C=C(/C#N)C(=O)NCc2ccccc2)o1	-0.1	4	5	189*	-7	-6	0	-32	3.8
O=C(NC(=S)N1CCOCC1)c1ccc([N+](=O)[O-])cc1	-1.7	3	0	-3	-6	7	9	-2	-1.5
CC(=O)Oc1ccc(Cl)cc1/C=C/c1ccc2ccccc2n1	-0.3	2	-1	1	0	-3	6	5	1.4
CCN(CC)S(=O)(=O)c1ccc(C(=O)N2CCCCC2)cc1	0.1	0	-2	2	4	8	1	2	1.4
CCOC(=O)c1c(NC(=S)N2CCOCC2)sc(C)c1C	0.1	-5	4	-2	-6	4	-9	13	2.6
COc1ccc(CCC(=O)OCC(=O)Nc2ccc(C)c(S(=O)(=O)N(C)C)c2)cc1	0.1	-5	-6	7	5	-16	6	-6	3.1
N#Cc1c2c(c(NCc3cccnc3)n3c1nc1ccccc13)CCC2	0.0	-4	-4	-2	0	3	-3	-8	0.8
CC(N=c1ccccn1C(=O)Nc1ccc(Cl)cc1)c1ccco1 (stereo unspecified)	0.0	-2	6	-2	3	-18	-1	4	0.9
COc1cc(C2C(C#N)=C(N)N(N(C)C)C3=C2C(=O)CCC3)cc(OC)c1OC (stereo unspecified)	-0.6	-2	0	-2	0	-12	-9	-1	-2.0
O=C(c1cc2ccccc2oc1=O)N(c1ccccc1)C1C=CS(=O)(=O)C1 (stereo unspecified)	-0.5	-3	1	13	-3	3	7	-4	-2.6
CCc1sc(N)nc1-c1ccccc1	0.7	4	-8	1	-3	5	-9	-6	4.2
Cc1cc(C(=O)Nc2sc(C)c(C)c2C#N)no1	0.1	-2	0	4	-12	-3	-21	-2	2.2
CC1=NOC(=O)/C1=C/c1ccc(O)c(Br)c1	0.0	3	-1	5	-1	7	1	-9	1.7
COC(=O)c1[nH]c2ccc(F)cc2c1NC(=O)Nc1ccc(OC)cc1	-0.4	-2	-1	2	2	2	14	21	2.9
CC(CC(=O)N1CCN(S(=O)(=O)c2ccc(Cl)cc2)CC1)n1cncn1 (stereo unspecified)	0.2	3	-3	-5	-3	6	6	0	0.9
CCCNC(=O)CN1C(=O)NC(CCSC)C1=O (stereo unspecified)	0.0	-2	-1	-2	5	-2	3	3	-0.3
Cc1nc(SCC(=O)N(C)C2CCCCC2)[nH]c(=O)c1Cc1ccccc1	0.0	0	-1	1	-2	-1	5	7	0.5
CC(=O)Nc1cc2c(cc1NC(=O)Cn1nc(-c3ccc(F)cc3)ccc1=O)OCCO2	-0.2	-4	-3	-6	6	-4	-5	-1	2.1
COc1ccc(C(=O)NCc2nnc(SCC(=O)Nc3nnc(C)s3)o2)cc1OC	-0.1	6	-6	-3	7	8	-16	-10	0.7
CC1(C(=O)N2CCN(c3ccc([N+](=O)[O-])cc3)CC2)CC1(Cl)Cl (stereo unspecified)	0.2	6	2	-7	-2	-2	4	3	0.7
CCc1ccc(N(C(=O)c2ccco2)C(C(=O)NC2CCCC2)c2ccncc2)cc1 (stereo unspecified)	-0.2	1	1	-2	8	-3	-8	-2	2.7
COc1cc2c(cc1OC)C(c1ccsc1)CC(=O)N2 (stereo unspecified)	0.0	-5	-3	-4	-4	-8	-16	-6	-1.4
Cc1ccc(N2Cc3ccccc3C2=O)cc1	0.0	-2	2	-1	-2	-13	1	-1	2.5
COc1cc(NC(=O)c2ccccc2[N+](=O)[O-])ccc1NC(=O)c1cc2ccccc2o1	0.0	-2	2	0	-7	0	7	20	4.7
S=C(NCC1COc2ccccc2O1)Nc1ccccc1 (stereo unspecified)	-0.1	-5	-1	0	5	3	5	2	-0.1
OC(COCc1ccccc1)CN1CCN(c2ccccc2F)CC1 (stereo unspecified)	0.0	-4	-3	0	-3	1	8	-2	0.0
COc1cc(CN2CCN(Cc3ccc(C)cc3)C(CCO)C2)ccc1O (stereo unspecified)	0.0	-4	3	-2	-6	3	-8	3	1.5
Cc1ccc2c(CSc3nnc(C4CC4)n3N)cc(=O)oc2c1C	-0.1	-1	-1	0	7	3	-8	17	0.4
Cc1ccc2c(c1)C(c1ccncc1)=NNC(c1cccnc1)=N2	0.0	0	5	0	-6	-3	5	-3	-1.1
Cc1c(O)c(S(=O)c2ccccc2)c(=O)n(-c2ccccc2)c1-c1ccccc1 (stereo unspecified)	0.0	4	2	0	4	22	-1	13	-2.6
COC(=O)c1ccc(Oc2nc(Nc3ccc(C)c(C)c3)nc(N(C)C)n2)cc1	-0.1	-4	-4	-1	4	16	-1	1	5.3
Cc1ncc([N+](=O)[O-])n1CCOC(=O)Nc1ccc(Cl)c(Cl)c1	-0.2	5	2	-7	1	-7	4	-4	1.4
COc1ccc(N2CCN(CCCNC(=O)C3CCN(S(=O)(=O)N4CCOCC4)CC3)CC2)cc1	0.1	-2	3	-6	-3	-14	2	-4	1.4
Cc1ccc(C(=O)N/C(=C/c2ccco2)C(=O)O)cc1	-0.5	8	4	-1	-12	-1	1	-7	-4.9

A second format for part of the listing above:
SMILES | Efflux pump mplx | PP1 counter | CTSL1 counter | TPT1 inhibitor | proCasp3 act | JMJD2C inh | procasp7 counter | HCV core dimer | PP5 inh
COc1cc(NC(=O)c2ccccc2[N+](=O)[O-])ccc1NC(=O)c1cc2ccccc2o1 | 0.0 | -2 | 2 | 0 | -7 | 0 | 7 | 20 | 4.7
S=C(NCC1COc2ccccc2O1)Nc1ccccc1 (stereo unspecified) | -0.1 | -5 | -1 | 0 | 5 | 3 | 5 | 2 | -0.1
OC(COCc1ccccc1)CN1CCN(c2ccccc2F)CC1 (stereo unspecified) | 0.0 | -4 | -3 | 0 | -3 | 1 | 8 | -2 | 0.0

Later entries
SMILES	Efflux pump mplx	PP1 counter	CTSL1 counter	TPT1 inhibitor	proCasp3 act	JMJD2C inh	procasp7 counter	HCV core dimer	PP5 inh
CC1CCN(S(=O)(=O)N2CCC(C(=O)NCc3cccnc3)CC2)CC1	-0.2	-4	5	-2	-5	-2	5	2	-0.2
COCCn1c(C)cc(C(=O)CN2c3cccc4cccc(c34)S2(=O)=O)c1C	0.1	/	/	/	-12	3	-29	/	/
CCCCc1nc(Cl)c(C#N)c2c1CCC2	-0.2	-5	-2	1	0	-3	10	-4	-2.3
CCOC(=O)c1c(C)[nH]c(C(=O)OCC(=O)Nc2sccc2C(N)=O)c1C	0.2	13	0	6	-3	-6	-13	16	0.5

This is a random part of the collection (roughly 2.9% active in at least one column).
